Compound activity deposited in PubChem by National Center for Advancing Translational Sciences (NCATS).
Rab9 promoter act = activates the Rab9 promoter; hit rate 2.8% among 320,000; Huh7 Rab9 promoter-luciferase reporter, luminescence, 24 h; AID 485297; Potency, µM (titrated, usually from 9.22 µM), for the others: top-dose activation, negative = inhibition, most hits filed as activators; further: potency means the concentration at half of the fitted maximal effect; % of control where 0% means no effect; nearly all actives have a fitted effect of over 60% in size
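Cell-based reporter: Huh7 stable for Rab9 promoter-driven luciferase, plated in reduced-serum medium with 10% FBS at 1500 cells/well, compound-treated 24 h at 37 °C, luminescence read after 10 min reagent.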
VP16 counter = counter-screen for ROR gamma inhibitors: Gal4-VP16 reporter. hit rate 3.5% among 310,000. Potency, µM (titrated, usually from 53.6 µM), without a hit: at the top dose activity, negative = inhibition, usual class: inhibitors. Drosophila S2 Gal4-VP16 UAS-luciferase, luminescence, 20 h;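 further: Gal4-VP16 expression switched on by copper sulfate through the metallothionein promoter; potency means the concentration at half of the fitted maximal effect; on the % scale 0 is the no-effect control and ±100 the full control effect; nearly all actives have a fitted effect of over 50% in size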
BRCA1 expr act = increases BRCA1 expression; MCF7-BRCA1-FFLuc reporter, luminescence, 48 h; response scale: scaled: vehicle 0%, 10 µM genistein 100%; Potency, µM (series often up to 46.1 µM), for inactives: top-dose activation, usual class: activators; hit rate 1.1% among 380,000; AID 624202; further: potency means the concentration at half of the fitted maximal effect; nearly all actives have a fitted effect of over 80% in size; some results filed as inactive show a strong effect at the top dose
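MCF7-BRCA1-FFLuc, 2000 cells/well; 2 h attach, 37 °C/5% CO2; compound 48 h; luciferase substrate 15 min; luminescence end-point. Norm. to genistein 10 microM max activation and DMSO; concentration-response curves fitted.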
ELG1 repair inh = inhibitors of ELG1-dependent DNA repair in HEK293T cells; hit rate 2.3% among 330,000; AID 504467; HEK293T ELG1-luciferase reporter, luminescence, 16 h; DNA damage induced by 5-fluorouridine; Potency, µM (doses to about 46.1 µM), for inactives: at the highest dose activity change, negative = inhibition, most hits filed as inhibitors; further: potency means the concentration at half of the fitted maximal effect; on the % scale 0 is the no-effect control and ±100 the full control effect; nearly all actives have a fitted effect of over 55% in size
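Reporter activity after DNA damage by 5-fluorouridine is monitored. Compound-treated cells incubate 16 hr at 37 °C, then ONE-Glo is added for 30 min before luminescence reading.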
NPC1 prom act = NPC1 promoter activation; hit rate 2.4% among 320,000; Huh7 NPC1 promoter luciferase reporter, 24 h; Potency, µM (highest dose often 9.22 µM), inactives show at the highest dose activation, actives largely listed as activators;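 further: potency means the concentration at half of the fitted maximal effect; % of control where 0% means no effect; nearly all actives have a fitted effect of over 60% in size; reporter is driven by a mutant NPC1 promoter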
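Luminescence read-out of NPC1 promoter-driven luciferase in stably transfected Huh7 cells; compounds delivered in DMSO and left 24 h at 37C, 5% CO2, qHTS titration format.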
ELG1 genotoxic = genotoxicity induction in ELG1-luciferase HEK293T cells. AID 504466. hit rate 1.3% among 330,000. Potency, µM (top dose mostly 46 µM), for the others: top-dose activity change, positive = activation, hits mostly activators. HEK293T ELG1-luciferase reporter, luminescence, 16 h; further: potency means the concentration at half of the fitted maximal effect; % of control where 0% means no effect; nearly all actives have a fitted effect of over 60% in size
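DMSO vehicle served as control against compound-treated ELG1-luciferase HEK293T cells; exposure lasted 16 hr at 37 °C and 5% CO2, followed by ONE-Glo luminescence detection after 30 min.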
Tb PFK inh = T. brucei PFK enzyme inhibition; AID 485367; T. brucei PFK, ADP-Glo luminescence; O15648; hit rate 0.17% among 330,000; Potency, µM (series often up to 57.5 µM), without a hit: at the highest dose activity, negative = inhibition, usual class: inhibitors;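 further: potency means the concentration at half of the fitted maximal effect; 0% = uninhibited 1x PFK enzyme wells and -100% = no-enzyme wells; nearly all actives have a fitted effect of over 60% in size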
Target sequence (O15648 whole entry, looked up): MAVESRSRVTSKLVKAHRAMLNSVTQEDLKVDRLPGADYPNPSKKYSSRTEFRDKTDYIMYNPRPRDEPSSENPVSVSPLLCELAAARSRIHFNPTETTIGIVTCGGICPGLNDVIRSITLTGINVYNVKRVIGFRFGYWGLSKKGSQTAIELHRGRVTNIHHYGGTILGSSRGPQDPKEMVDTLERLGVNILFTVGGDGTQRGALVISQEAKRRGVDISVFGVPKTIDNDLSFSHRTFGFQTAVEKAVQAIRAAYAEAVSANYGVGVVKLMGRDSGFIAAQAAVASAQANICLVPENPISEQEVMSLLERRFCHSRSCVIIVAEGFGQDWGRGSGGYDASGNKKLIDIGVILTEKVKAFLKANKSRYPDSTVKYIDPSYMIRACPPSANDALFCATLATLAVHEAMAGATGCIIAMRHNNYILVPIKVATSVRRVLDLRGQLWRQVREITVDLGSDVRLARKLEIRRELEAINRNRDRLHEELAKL
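PFK 1.25 nM, F6P 0.5 mM, ATP 0.1 mM, 0.1 M TEA pH 8.0, 5 mM MgCl2, 0.01% Tween20, 0.1% BSA; 45 min RT. ADP-Glo readout. qHTS titration up to 57 uM; curves fitted, compounds curve-classed.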
p53 reactivator = mutant p53 re-activation in reporter cells. H1299 p53-A138V BP100-luciferase reporter, luminescence, 24 h. Potency, µM (titrated, usually from 92.2 µM), for inactives: top-dose activity change, positive = activation, actives largely listed as activators. hit rate 0.063% among 320,000; further: potency means the concentration at half of the fitted maximal effect; % of control where 0% means no effect; nearly all actives have a fitted effect of over 45% in size
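H1299 (p53-null), stable ts p53-A138V + BP100-Luc; 1000 cells/well, Opti-MEM/10% FBS; cpd 4 pt, 1:5; 24 h, 37 deg C, 5% CO2; detection reagent 10 min RT; luminescence.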
FLuc modulator = firefly luciferase modulation, counter-screen for miR-21 project; hit rate 6.9% among 360,000; purified FLuc, Km substrates, luminescence inhibition; P08659; Potency, µM (series often up to 57.5 µM), without a hit: at the top dose activity change, negative = inhibition, hits mostly inhibitors;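 further: potency means the concentration at half of the fitted maximal effect; plate controls were vehicle for no effect and reference inhibitor for full effect; nearly all actives have a fitted effect of over 55% in size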
Target sequence (P08659 whole entry, looked up): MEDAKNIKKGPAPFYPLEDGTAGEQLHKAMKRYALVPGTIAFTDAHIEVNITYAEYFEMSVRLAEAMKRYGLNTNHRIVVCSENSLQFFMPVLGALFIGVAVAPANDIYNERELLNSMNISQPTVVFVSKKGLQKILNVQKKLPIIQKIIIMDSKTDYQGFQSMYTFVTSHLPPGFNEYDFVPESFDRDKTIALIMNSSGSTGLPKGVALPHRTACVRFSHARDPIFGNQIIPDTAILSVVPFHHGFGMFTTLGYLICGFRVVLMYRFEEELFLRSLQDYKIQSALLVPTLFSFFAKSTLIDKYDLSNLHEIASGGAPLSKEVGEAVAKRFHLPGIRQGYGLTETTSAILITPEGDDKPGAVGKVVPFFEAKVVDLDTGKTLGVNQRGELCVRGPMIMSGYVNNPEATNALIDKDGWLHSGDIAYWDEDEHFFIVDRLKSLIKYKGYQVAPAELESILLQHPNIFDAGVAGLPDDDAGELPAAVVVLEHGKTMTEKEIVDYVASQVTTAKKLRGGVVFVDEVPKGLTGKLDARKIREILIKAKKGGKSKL
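Biochemical qHTS of compounds, final roughly 60 µM downward over six points, against 10 nM purified firefly luciferase using Km concentrations of substrates (10 uM D-luciferin, 10 uM ATP) in Tris acetate pH 7.5 buffer; luminescence output.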
RORgamma inh = inhibitors of mouse ROR gamma transcriptional activity. hit rate 5.4% among 310,000. P51450. AID 2551. Drosophila S2 Gal4-RORgamma UAS-luciferase reporter, 20 h. Potency, µM (doses to about 53.6 µM), for inactives: at the top dose activity change, negative = inhibition, actives largely listed as inhibitors; further: potency means the concentration at half of the fitted maximal effect; on the % scale 0 is the no-effect control and ±100 the full control effect; nearly all actives have a fitted effect of over 60% in size
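Drosophila Schneider cells stably carrying a metallothionein-driven Gal4 DBD–ROR gamma fusion and a UAS-Photinus luciferase reporter were exposed to compound for 1 hr, then induced with copper sulfate (700 uM final) for 20 hr at ambient temperature before luminescence reading.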
TRPV1 agonist = activates the human vanilloid receptor TRPV1; hit rate 0.19% among 320,000; activation, % at 8.33 µM; Q8NER1; TRPV1-expressing cells, Fluo-8 calcium influx, agonist mode; AID 540275; in the data active means activation above about 80%; inconclusive means between about 30% and that limit; further: 0% is about no effect
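TRPV1-expressing cells were cultured overnight at 35.5C and loaded with Fluo-8 calcium dye for 40 to 90 min at room temperature. After a 10 s baseline, compound was added and calcium influx was read kinetically for 3 min (ex 480/em 520 nm).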
Numbers without * were called inactive; u = inconclusive; x = no result given; [ ] = dose if it differs, or a comment. Unless noted, the call rests on the fitted dose curve; in most records, active means well fitted curve in the direction sought with a large enough effect; inconclusive means small, poorly fitted or top-dose-only effect, or another doubt; inactive means no such curve, though single readings can be large; an effect the other way counts as inactive or inconclusive.

#1 NC(=O)c1cc(-c2ccccc2)sc1NC(=O)Cc1ccc(S(=O)(=O)N2CCOCC2)s1
#2 Cc1cc(C(=O)NCc2ccco2)sc1C
#3 CSc1nc(-c2ccc(Cl)cc2)c(C#N)c(=O)[nH]1
#4 COc1ccc(Br)c(C(=O)OCC(=O)NC(=O)NC2CCCC2)c1
#5 CCOC(=O)c1c(C)[nH]c(C)c1C(=O)CSc1nnc(-c2ccncc2)n1Cc1ccccc1
#6 O=C(NCCCn1ccnc1)c1nn2c(C(F)(F)F)cc(-c3ccc(Br)cc3)nc2c1Cl
Assay by compound	1	2	3	4	5	6
ELG1 repair inh	-13%	u	-2%	u	u	u
ELG1 genotoxic	2%	-1%	0%	0%	-9%	-7%
Tb PFK inh	1%	-2%	0%	15%	0%	-4%
VP16 counter	3%	x	-14%	x	-6%	u
NPC1 prom act	-3%	1%	0%	x	5%	-4%
TRPV1 agonist	3	6	-1	x	12	6
BRCA1 expr act	-23%	8%	-35%	-23%	-15%	-61%
RORgamma inh	-16%	x	-4%	x	9%	u
FLuc modulator	1%	-11%	u	x	0%	2%
p53 reactivator	-5%	6%	-4%	8%	-8%	-11%
Rab9 promoter act	-2%	1%	1%	x	23%	-5%

From entry 2 up to 3, as listed above:
#2 Cc1cc(C(=O)NCc2ccco2)sc1C
#3 CSc1nc(-c2ccc(Cl)cc2)c(C#N)c(=O)[nH]1
Assay by compound	2	3
ELG1 repair inh	u	-2%
ELG1 genotoxic	-1%	0%
Tb PFK inh	-2%	0%
VP16 counter	x	-14%
NPC1 prom act	1%	0%
TRPV1 agonist	6	-1
BRCA1 expr act	8%	-35%
RORgamma inh	x	-4%
FLuc modulator	-11%	u
p53 reactivator	6%	-4%
Rab9 promoter act	1%	1%

Following part:
#7 Cc1nc(C(N)=O)nc2ccccc12
#8 O=C(N/N=C/c1c(O)ccc2ccccc12)c1[nH]ncc1Br
#9 COc1ccc(C)cc1Nc1n[n+](-c2ccccc2)c(-c2ccc(C(=O)O)cc2)s1
#10 O=[N+]([O-])c1cc2c(cc1CN1CCN(CCOCCO)CC1)OCO2
#11 Fc1ccc(N2CCN(c3nc(-c4ccco4)cc(C(F)(F)F)n3)CC2)cc1
#12 CONC(=O)c1cc(OCC(F)(F)F)ccc1OCC(F)(F)F
Assay by compound	7	8	9	10	11	12
ELG1 repair inh	1%	u	7%	-7%	-5%	-9%
ELG1 genotoxic	2%	u	1%	0%	-2%	3%
Tb PFK inh	-1%	8%	-1%	2%	1%	1%
VP16 counter	-16%	4.5µM*	4%	-12%	0%	-5%
NPC1 prom act	-4%	-7%	-4%	4%	1%	0%
TRPV1 agonist	-1	15	2	3	9	0
BRCA1 expr act	-10%	-65%	-6%	-2%	-78%	3%
RORgamma inh	4%	2.5µM*	-7%	-12%	14%	5%
FLuc modulator	-1%	6.7µM*	-17%	2%	1%	0%
p53 reactivator	3%	u	4%	3%	30%	4%
Rab9 promoter act	-3%	-18%	2%	0%	19%	-4%

#13 CC(=O)c1ccc(NC(=O)CN2c3cccc4cccc(c34)S2(=O)=O)cc1
#14 COc1ccc(OC)c(/C=C/c2[nH]c(=O)[nH]c(=O)c2[N+](=O)[O-])c1
#15 O=S(=O)(c1ccc2c(c1)CCCN2)N1CCCCC1
#16 CCN(C[C@H]1N[C@@](CC)(C(=O)OC)[C@H]2C(=O)N(C)C(=O)[C@@H]12)C(=O)c1ccc(F)cc1
#17 CCOC(=O)C(=CNc1ccc(OC)cc1[N+](=O)[O-])C(=O)OCC
#18 CCc1ccc(NC(=O)C2CCN(S(=O)(=O)c3ccc4c(c3)NC(=O)C(C)S4)CC2)cc1 (centres undefined)
Assay by compound	13	14	15	16	17	18
ELG1 repair inh	u	6%	-1%	19%	u	-22%
ELG1 genotoxic	-1%	0%	1%	2%	-6%	-8%
Tb PFK inh	1%	0%	0%	0%	1%	1%
VP16 counter	x	-26%	x	x	1%	u
NPC1 prom act	x	1%	-1%	x	1%	-15%
TRPV1 agonist	x	1	6	x	10	6
BRCA1 expr act	-30%	-15%	0%	-2%	-1%	-40%
RORgamma inh	x	-31%	x	x	25%	-31%
FLuc modulator	x	-19%	-1%	x	-13%	-2%
p53 reactivator	2%	22%	-4%	8%	-1%	-3%
Rab9 promoter act	x	5%	-2%	x	0%	-13%

Some entries already given, reduced to VP16 counter, NPC1 prom act and ELG1 genotoxic.
no.	canonical_smiles	VP16 counter	NPC1 prom act	ELG1 genotoxic
5	CCOC(=O)c1c(C)[nH]c(C)c1C(=O)CSc1nnc(-c2ccncc2)n1Cc1ccccc1	-6%	5%	-9%
6	O=C(NCCCn1ccnc1)c1nn2c(C(F)(F)F)cc(-c3ccc(Br)cc3)nc2c1Cl	u	-4%	-7%
7	Cc1nc(C(N)=O)nc2ccccc12	-16%	-4%	2%

Next part:
#19 CN1CCCN(C(=O)c2c(F)cccc2Cl)CC1
#20 CCOC(=O)c1nn(-c2ccccc2)c(=O)c(C#N)c1C
#21 O=C(NCc1ccccc1)c1cccc(COc2ccccc2Cl)c1
#22 Cc1cccc2cc3c(NC(=O)c4ccccn4)nn(C)c3nc12
#23 Nc1ccc(NC(=O)c2cccs2)cc1
#24 CC(NC(=O)C1CCC(CNC(=O)[C@@H]2Cc3ccccc3CN2)CC1)c1ccccc1 (some centres undefined)
Assay by compound	19	20	21	22	23	24
ELG1 repair inh	1%	2%	u	4%	u	19%
ELG1 genotoxic	-4%	2%	u	1%	9%	0%[9.26 µM]
Tb PFK inh	1%	1%	-5%[0.46 µM]	-4%	-5%	2%
VP16 counter	x	-15%	-1%	4µM*	-3%	-6%
NPC1 prom act	2%	2%	1.8µM*	6%	9%	-9%
TRPV1 agonist	0	8	10	u	1	-4
BRCA1 expr act	23%	29%	-37%	-58%	32%	-11%
RORgamma inh	x	15%	-13%	2µM*	-8%	-14%
FLuc modulator	2%	2%	15µM*	-6%	-17%	-1%
p53 reactivator	x	-1%	u	-6%	0%	-14%
Rab9 promoter act	0%	-1%[1.84 µM]	1.8µM*	-1%	23%	-2%

#25 Cc1ccc(NC(=O)/C(Cl)=C\c2ccccc2)cc1
#26 Cc1ccc(C2CC(=O)C=C(NCC(C)C)C2)cc1 (centres undefined)
#27 O=C(CCNC(=O)c1ccc([N+](=O)[O-])cc1)Nc1ccccc1N1CCCC1
#28 C=CC[C@@H](CC(=O)N[C@H](CO)Cc1ccccc1)C(=O)NC[C@@H](OC(=O)[C@@H](CC=C)Cc1ccc(F)cc1)c1ccccc1
#29 C#Cc1ccc([C@H]2C=C(C(=O)NCc3ccccc3)O[C@@H](OCC)[C@@H]2CCCO)cc1
#30 COC(C[C@@H]1O[C@@H]1[C@@H](O)[C@H](C)OCc1ccccc1)OC
Assay by compound	25	26	27	28	29	30
ELG1 repair inh	0%	-7%	1%	-7%	u	3%
ELG1 genotoxic	-5%	-1%	-11%	-1%	-2%	3%
Tb PFK inh	0%	3%	3%	7%	-1%	2%
VP16 counter	-9%	-3%	-4%	x	-3%	-4%
NPC1 prom act	-5%	-1%	2%	x	1%	-2%
TRPV1 agonist	-1	14	-3	x	-3	-4
BRCA1 expr act	u	-24%	-30%	-5%	-39%	40%
RORgamma inh	14%	9%	1%	x	16%	5%
FLuc modulator	0%	6%	-2%	x	0%	0%
p53 reactivator	9%	-11%	-10%	1%	-1%	2%
Rab9 promoter act	7%	-3%	0%	x	-2%	-1%

#31 CCc1ccc(-c2cc(C)no2)cc1S(=O)(=O)NC(C)Cc1ccco1 (centres undefined)
#32 O=C(c1ccccc1)c1ccc(OCC(O)CN2CCCCC2)cc1 (centres undefined)
#33 C/C(CC(=O)NC1CCCCC1)=N\NC(=O)c1ccccn1
#34 Cc1ccc(S(=O)(=O)Nc2cccc(Cl)c2)cc1NC(=O)C1CC1
#35 c1ccc(CCN2CCN(c3ncnc4c3cnn4-c3ccccc3)CC2)cc1
#36 Cc1ccnc(N2CCCC(C(=O)Nc3cccc(C)c3C)C2)n1 (centres undefined)
Assay by compound	31	32	33	34	35	36
ELG1 repair inh	u	0%	u	u	u	7%
ELG1 genotoxic	-1%	2%	14%	0%	-7%	3%
Tb PFK inh	1%	-1%	-6%	5%	15%	7%
VP16 counter	-1%	-2%[0.365 µM]	-12%	x	16%	2%
NPC1 prom act	0%	-1%	-3%	x	-2%	0%
TRPV1 agonist	18	-5	u	x	8	1
BRCA1 expr act	-41%	-2%	69%	-24%	-15%	2%
RORgamma inh	28%	4%	-40%	x	45%	-8%
FLuc modulator	4%	0%	-6%	x	-11%	0%
p53 reactivator	-6%	1%	12%	7%	13%	1%
Rab9 promoter act	-5%	-1%	-4%	x	3%	-1%
